Source: PubChem (several laboratories)
BaF3 tox = counter-screen for JAK2V617F inhibitors: parental Ba/F3 viability inhibitors; CellTiter-Glo ATP luminescence; inhibition, % at 5.6 µM; 1.1% of 220,000 active; AID 1486;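 active = inhibition above a per-campaign cutoff, the mean inhibition of all tested compounds plus 3 SD, cut at about 27% in these data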;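 also: 0% = DMSO wells and 100% = JAK Inhibitor I control wells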
Ba/F3 V617F tox = reduce viability of Ba/F3 cells dependent on JAK2V617F; AID 1446; Ba/F3 EpoR-JAK2V617F viability, ATP luminescence; 1.1% of 220,000 active; inhibition, % at 5.6 µM;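 active = inhibition above the campaign mean plus 3 SD over all tested compounds, cut at about 24% in these data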;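 also: cytokine-independent growth of Ba/F3 cells driven by EpoR plus mutant JAK2; 0% = DMSO-treated cells and 100% = JAK inhibitor I control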
NPY-Y2 PAM-ag = human NPY-Y2 potentiation or agonism, primary screen. P49146. cells expressing NPY-Y2, potentiator/agonist read-out. activation, % at 3.6 µM. 0.45% of 220,000 active. AID 1359; in the data active = activation above about 27%;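 also: cells stimulated with NPY near EC25 plus isoproterenol at EC100; 0% = vehicle plus submaximal agonist and 100% = vehicle plus saturating agonist; some results beyond the cut were filed as inactive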
Wee1 degr inh = inhibitors of human Wee1 degradation. P30291. HeLa Luc-Wee1K328M stability, luciferase luminescence; 100% = proteasome inhibitor MG132 effect. reporter increase, % at 5 µM. 1.2% of 220,000 active. AID 1321;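 active = activation above the mean of all tested compounds plus 3 SD, set per screening run, cut at about 8.8% in these data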;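 also: cells exposed to compound for 20 h before luminescence read; 0% = DMSO alone and 100% = MG132 at 30 µM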
MDM2 E3 inh = inhibitors of human Mdm2 E3 ubiquitin ligase | Q00987 | cell-based MDM2 ubiquitination luciferase reporter, 2 h; 0 = plate control, 100 = twice control, blank-subtracted | signal enhancement, % at 5 µM | 0.11% of 210,000 active;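 active = signal enhancement of 30% or more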;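 also: luminescence tracks abundance of the self-degrading MDM2-luciferase fusion protein; higher signal means inhibition of MDM2 E3 ligase activity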
Target sequence (Q00987 whole entry, looked up, the tested form may be a part): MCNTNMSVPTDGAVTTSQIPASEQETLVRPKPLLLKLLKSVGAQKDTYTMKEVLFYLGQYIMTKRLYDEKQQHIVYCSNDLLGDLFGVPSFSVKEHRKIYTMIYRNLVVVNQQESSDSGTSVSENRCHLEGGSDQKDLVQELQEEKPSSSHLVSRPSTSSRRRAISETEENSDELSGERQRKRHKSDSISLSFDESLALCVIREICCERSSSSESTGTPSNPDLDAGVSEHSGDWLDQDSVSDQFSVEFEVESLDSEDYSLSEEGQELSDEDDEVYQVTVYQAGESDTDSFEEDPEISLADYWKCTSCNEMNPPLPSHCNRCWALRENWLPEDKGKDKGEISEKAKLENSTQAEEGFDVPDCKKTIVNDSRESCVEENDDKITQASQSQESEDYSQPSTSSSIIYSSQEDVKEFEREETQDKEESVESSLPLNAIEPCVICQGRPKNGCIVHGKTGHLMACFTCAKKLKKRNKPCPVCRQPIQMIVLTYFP
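test system = mammalian cells stably expressing self-ubiquitinating, self-degrading MDM2 E3–luciferase fusion | quantity = 2000 cells/well | incubation = cell settling 4 h, compound treatment 2 h, both 37 °C | signal = luminescence with SteadyLite reagent, 15 min at room temperature | evaluation = % enhancement relative to plate controls after blank subtraction | benchmarks = plate controls and plate blanks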
S1P4 ag = activates the human S1P4 receptor. O95977. S1P4-expressing cell line, agonist reporter assay. activation, % at 4.98 µM. 0.35% of 220,000 active; in the data active = activation above about 11%;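 also: 0% = DMSO vehicle and 100% = reference agonist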
Target sequence (O95977 whole entry, looked up): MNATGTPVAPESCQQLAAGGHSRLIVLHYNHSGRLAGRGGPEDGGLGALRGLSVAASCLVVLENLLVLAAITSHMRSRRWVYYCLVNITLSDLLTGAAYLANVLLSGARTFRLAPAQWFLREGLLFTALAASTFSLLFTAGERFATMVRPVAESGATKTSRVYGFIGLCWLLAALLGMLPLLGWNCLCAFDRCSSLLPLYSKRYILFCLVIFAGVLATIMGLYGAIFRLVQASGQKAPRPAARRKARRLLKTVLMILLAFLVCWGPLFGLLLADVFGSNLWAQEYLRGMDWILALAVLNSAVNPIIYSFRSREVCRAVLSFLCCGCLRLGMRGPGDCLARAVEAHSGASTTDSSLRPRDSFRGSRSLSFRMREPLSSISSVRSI
S1P4 antag = antagonists of human S1P4 receptor. AID 1510. O95977. S1P4-expressing cells, antagonist mode, reporter read-out. 0.26% of 220,000 active. inhibition, % at 4.98 µM; in the data active = inhibition above about 29%;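 also: 0% = wells stimulated with agonist and 100% = vehicle wells without agonist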
eIF4E 4G PPI = eIF4E/eIF4G interaction inhibition in translation initiation | P63073+Q04637 | 0.37% of 220,000 active | inhibition, % at 21.7 µM | TR-FRET eIF4E-eIF4GI(517-606) binding, 2 h | AID 782;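 active = inhibition above about 30%, limit read from the data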;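 also: 0% = full FRET control wells and 100% = background wells lacking eIF4GI fragment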
PERK inh = inhibitors of human PERK kinase | Q9NZJ5 | CHO PERK-DD fusion, SEAP luminescence translation reporter | inhibition, % at 5.6 µM | 0.17% of 220,000 active | AID 1416;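 active = inhibition above the mean inhibition of all tested compounds plus 3 SD, set separately per screening campaign, cut at about 2.9% in these data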;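 also: PERK kinase domain activated by AP20187 dimerizer at 100 nM; 0% = DMSO with dimerizer and 100% = rapamycin at 8.4 µM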
Starred values were filed as active, the others as inactive; / = no result given; [ ] = another dose, or the depositor's remark.

SMILES	BaF3 tox	Ba/F3 V617F tox	NPY-Y2 PAM-ag	Wee1 degr inh	MDM2 E3 inh	S1P4 ag	S1P4 antag	eIF4E 4G PPI	PERK inh
COc1ccc(C2C(C(N)=O)=C(C)Nc3nc(-c4ccccc4OC)nn32)cc1OC (stereo not drawn)	6	1	-7	0	-10	1.5	10	-3	0.1
COc1ccc2ccccc2c1C1CC(=O)N2CN(C3CCCCC3)CSC2=C1C#N (stereo not drawn)	3	-4	4	-1	-10	-1.7	-2	-4[fluorescence artefact?]	0.8
COC(=O)C1(C(=O)OC)NOC2C(=O)N(N(C)c3ncc(C(F)(F)F)cc3Cl)C(=O)C21 (stereo not drawn)	9	0	4	4	-6	-0.5	1	-5	-0.2
COc1ccc(C)cc1NC(=O)C1CCCN1S(=O)(=O)c1ccc2c(c1)CCC(=O)N2 (stereo not drawn)	3	-1	2	0	-18	-0.8	-14	-5	-1.2
COc1cccc(OCC(=O)N(Cc2nc(-c3ccc(Cl)cc3)no2)C(C)C)c1	8	3	-43	1	-6	-0.6	-16	-3	0.1
Cc1cc(Oc2ccc(=O)n(C)n2)nc(SCCOc2ccccc2)n1	0	-3	-9	3	11	-0.4	3	-2	-1.2
CC(C)N(C(=O)COC(=O)[C@@H]1CC(O)CN1S(=O)(=O)c1ccc(C(C)(C)C)cc1)C(C)C (stereo partly drawn)	1	4	-16	1	-5	0.1	-4	2	0.2
Cc1cccc2cc(C(c3nnnn3Cc3ccccc3)N3CCCc4ccccc43)c(=O)[nH]c12 (stereo not drawn)	2	-6	2	-1	-1	-0.9	-19	-4	0.6
CN(C(=O)c1cccs1)c1ccc(OCC(=O)Nc2ccc(C(=O)O)cc2)cc1	1	-3	12	-2	-9	1.1	-7	-2	1.6
COc1ccc(-c2nc(C=O)cs2)cc1	-1	-1	-27	2	-8	-0.1	2	1	1.9
O=C(C1CCCO1)N1CCc2ccccc21 (stereo not drawn)	5	4	3	-1	-10	0.0	-5	-3	-0.8
CCCSc1cc(N2CCOCC2)nc(-c2ccccc2Cl)n1	5	-2	0	-1	-19	1.1	6	1	-0.8
CC1=CC(=C2C(=O)c3ccccc3C2=O)C=C(C)N1C	9	3	2	-1	6	0.7	-8	-3	-1.1
Cc1ccc(C(=O)OCC(=O)NCc2cccs2)cc1C	-2	-6	-1	2	-6	-0.9	-2	1	0.4
CCOC(=O)NCC(C)(C)CNC(=O)OCC	1	-2	-10	4	-10	0.0	10	1[fluorescence artefact?]	-0.1
CCc1nc2ccccc2c(C(=O)OCC(=O)NC(=O)c2cccn2C)c1C	0	-4	-7	-2	-3	-0.9	-10	2	-1.5
O=C(O)CCNS(=O)(=O)c1ccc2ccccc2c1	-1	-6	-6	5	-8	2.5	-16	5	0.3
CN(C)c1nc(N)c([N+](=O)[O-])c(NCC2CCCO2)n1 (stereo not drawn)	0	-1	-2	2	-17	1.9	-25	-3	0.1
COc1cccc(/C=c2/s/c(=C(\C#N)C(=O)N3CCOCC3)n(-c3ccccc3)c2=O)c1	5	3	-5	2	/	0.7	-7	-34[fluorescence artefact?]	-0.2
CCSc1nnc(NS(=O)(=O)c2ccc(OC)cc2)s1	4	-2	1	1	-2	2.6	-5	-1	0.4

Already shown: entries from further up.
SMILES	BaF3 tox	Ba/F3 V617F tox	NPY-Y2 PAM-ag	Wee1 degr inh	MDM2 E3 inh	S1P4 ag	S1P4 antag	eIF4E 4G PPI	PERK inh
COc1ccc(C2C(C(N)=O)=C(C)Nc3nc(-c4ccccc4OC)nn32)cc1OC (stereo not drawn)	6	1	-7	0	-10	1.5	10	-3	0.1
COc1ccc2ccccc2c1C1CC(=O)N2CN(C3CCCCC3)CSC2=C1C#N (stereo not drawn)	3	-4	4	-1	-10	-1.7	-2	-4[fluorescence artefact?]	0.8

Other entries follow.
SMILES	BaF3 tox	Ba/F3 V617F tox	NPY-Y2 PAM-ag	Wee1 degr inh	MDM2 E3 inh	S1P4 ag	S1P4 antag	eIF4E 4G PPI	PERK inh
Cc1cc(SCC(=O)OCC(=O)c2c(N)n(C)c(=O)n(C)c2=O)c(C)cc1Br	2	1	-3	2	-8	1.5	-10	0	0.0
COc1ccc(CNC(=O)C2CCCN2S(=O)(=O)c2ccccc2)cc1 (stereo not drawn)	2	-2	-15	-1	-22	2.7	-10	6	-1.5
CC(C)NC(=O)c1cc(-c2cccs2)on1	3	-1	6	0	-20	-2.3	4	1	-0.2
Cc1nc(C)c(C(=O)C2=C(O)C(=O)N(CCCn3ccnc3)C2c2ccc(Cl)cc2)s1 (stereo not drawn)	9	0	-1	3	8	-1.1	-4	2	0.4
CNC(=O)COc1ccc(S(=O)(=O)Nc2ccc(OC)cc2)cc1	90*	1	8	5	1	4.2	-7	4	3.6*
C#CCNc1nc(C)nc2c1nnn2Cc1ccccc1F	6	2	6	-2	-22	-0.5	9	9	0.1
CC(=O)NCc1ccc(C(=O)O)cc1	2	-2	0	-2	/	-0.5	2	-10	1.3
COc1ccc(CCN2C(=O)NC(NC(=O)C(C)(C)C)(C(F)(F)F)C2=O)cc1OC (stereo not drawn)	5	0	2	2	3	0.0	-9	-21	-1.0
COc1cc(C(C)=O)ccc1OCC(O)CN1CCN(S(=O)(=O)c2ccccc2)CC1 (stereo not drawn)	5	3	19	-1	-18	-1.8	-2	0	0.7
O=C(COC(=O)c1ccc(S(=O)(=O)Nc2ccccc2)cc1)NCc1ccco1	4	-2	2	5	-10	-0.5	2	-8	0.9
C=CCNC(=O)NC(=O)COn1nnc2ccc(S(=O)(=O)N(C)C)cc21	6	1	4	0	-10	-0.3	-10	-4	0.9
COc1ccccc1COn1c(=O)c(-c2ccco2)[n+]([O-])c2ccccc21	2	4	2	0	-5	2.5	1	-9	-0.6
CCCCNC(=O)C1CCCN1C(=O)Nc1ccccc1 (stereo not drawn)	6	2	-9	-3	0	3.5	1	-3	0.7
Cc1ccc(CNC(=O)CCCn2c(=O)c3ccccc3n(CC(=O)NC3CCCC3)c2=O)cc1	3	-3	8	4	0	-1.1	-7	2	1.2
COc1ccc(O[C@H]2C=C[C@@H](c3ccccc3)O[C@@H]2COC(=O)CCC(C)=NO[C@@H]2O[C@H](COC(C)=O)[C@@H](OC(C)=O)[C@H](OC(C)=O)[C@H]2OC(C)=O)cc1	-2	-3	12	5	/	1.6	-10	3	-0.4
Cc1ccc(-n2c(Cc3noc4ccccc34)n[nH]c2=S)cc1	-2	-2	2	1	-14	3.2	-13	2	1.4
COc1ccc(NC(=O)CSc2nc(O)c(Cc3ccccc3)c(=O)[nH]2)cc1	8	5	-2	3	11	0.5	1	-6	1.9
COc1ccc(-c2cnc[nH]2)cc1	4	-3	-2	-1	-12	-0.1	10	-2	0.3
O=C1/C(=N\O)Cc2ccccc21	0	-4	11	6	12	-2.3	7	2	0.2
O=S1(=O)CCN(Cc2ccc(F)cc2)CC1	2	-3	6	0	-13	0.0	-10	-6	0.5
CCCCOc1ccc(C(=O)N/C(=C\c2ccc(OC)cc2)C(=O)OCc2ccco2)cc1	8	1	-31	3	-33	2.7	-2	6	0.7
Cc1ccccc1-c1nnc(SCC(=O)NCc2ccc3c(c2)OCO3)n1C	5	-2	-3	-2	-10	-1.2	-1	-1	-0.7
Cc1n[nH]c(C)c1CCCOc1ccccc1	1	-1	-2	-2	5	-5.9	-1	-16[fluorescence artefact?]	0.6
CCN(CC)C(=O)Oc1ccnc2cc(Cl)ccc12	4	1	12	1	-8	1.2	-2	0	0.6
On1c(-c2ccco2)nc2c1CCc1nonc1-2	6	2	-8	0	-3	-1.5	-4	-3	0.2
O=c1[nH]c2ccc(N/C(=N/S(=O)(=O)c3ccccc3)c3ccccc3)cc2[nH]1	3	29*	5	1	-13	-3.0	-5	-4	1.4
Cc1ccc(NC(=O)c2ccc(-n3cccn3)c([N+](=O)[O-])c2)cc1	1	-3	-16	0	5	3.5	-3	9	0.2
NNC(=O)c1cc(-c2ccc(N)cc2)nc2ccc(Br)cc12	1	-1	11	2	-11	-1.4	-38	4	2.2
CC(C(=O)Nc1nc2ccccc2[nH]1)N1C(=O)C2CC=CCC2C1=O (stereo not drawn)	4	-4	21	0	-10	-2.8	-13	1[fluorescence artefact?]	-0.2
CN(Cc1ccccc1)CC(O)COc1ccc(CNCc2cccnc2)cc1 (stereo not drawn)	4	0	-16	4	-6	-0.4	-6	4	0.2
CN(C)CCNC(=O)c1cc2cc(Br)ccc2oc1=O	4	0	-2	-2	1	-0.9	-34	9[fluorescence artefact?]	0.2
C(=N\n1cnnc1)/c1nc2ccccc2[nH]1	1	2	3	3	-10	-1.0	14	5	1.2
O=C(O)c1cc(N/N=C/C=C/c2ccccc2)ccc1Cl	11	3	-4	3	1	0.0	-8	-3	-0.1
CC(C)CC(NS(=O)(=O)c1ccccc1)C(=O)O (stereo not drawn)	6	0	1	0	-9	8.0	-6	4[fluorescence artefact?]	-0.3
CCOC(=O)C1=C(C)OC(N)=C(C#N)C1c1cc(F)ccc1F (stereo not drawn)	5	0	-1	-1	-14	-5.0	4	-15	0.2
Cc1nnc2n1N=C(c1ccc3c(c1)NC(=O)CO3)CS2	3	1	-6	-2	-18	0.4	-9	-2	1.5
CN1CCN(NC(=O)c2cccs2)CC1	7	2	0	3	-9	0.7	-5	4	-0.8
CCCOCc1ccc(O)c2ncccc12	3	-4	5	-2	-5	0.9	-2	6	-0.4
Fc1ccccc1/C=N/Nc1nn[nH]n1	4	-2	3	2	-9	-0.9	15	2	1.1
O=C(O)CC/C(=C\c1cc([N+](=O)[O-])ccc1Cl)c1nc2ccccc2s1	6	0	-26	-1	6	-3.5	0	1	1.4
CCOC(=O)C1CCN(c2c(NCc3ccc(C(=O)N(C)Cc4ccccc4)cc3)c(=O)c2=O)CC1	3	0	-7	-2	-9	-0.5	17	-6	0.3
CC(=O)OC1COC(n2ccc3ccccc32)C(OC(C)=O)C1OC(C)=O (stereo not drawn)	10	3	5	0	-15	-0.2	-3	-6	0.8
CCCn1c(-c2ccc(F)cc2)cnc1SCC(=O)O	1	-2	-23	-2	-17	0.6	-10	5	-0.3
COc1ccccc1OCCSc1nnnn1C1CCCCC1	0	-3	-11	2	/	2.1	8	-1	-0.2
Cc1nc(N2CCC(C)CC2)c(C#N)c(C)c1[N+](=O)[O-]	3	-1	0	-2	4	-0.5	-17	0	0.6
CCOC(=O)C1CCCN(c2cc(NCCCO)c([N+](=O)[O-])c3nonc23)C1 (stereo not drawn)	1	0	-6	0	-6	0.8	-11	1	0.3
c1ccc(-c2ccnc3nc(-n4cccc4)nn23)cc1	3	2	-10	2	-8	-0.3	-41	-2	-0.7
Oc1cc2c(cc1O)[C@@H](c1ccccc1)CNCC2	6	1	-4	2	/	-0.3	-12	-5	0.7
O=c1[nH]n2c(=O)c3c([nH]c2c1N=Nc1ccccc1)CCC3	2	3	10	-1	-3	1.3	-7	20	0.7
Cc1n[nH]c(=O)nc1NCc1ccccc1	3	3	-6	-3	-9	2.3	-30	1	1.2
CS(=O)(=O)N(CC(N)=O)c1ccc(F)c(Cl)c1	5	0	5	3	0	1.9	-9	3[fluorescence artefact?]	1.8
COc1ccc(NCc2nnc(SCC(=O)N3CCCc4ccccc43)n2C)cc1	7	2	5	0	-14	-0.6	-7	-3[fluorescence artefact?]	0.1
